Screening data (PubChem BioAssay)
AmpC inh detg = qHTS Inhibitors of AmpC Beta-Lactamase (assay with detergent) | AmpC hydrolysis of nitrocefin, absorbance 480 nm, 0.01% Triton | Potency, µM (highest dose often 114 µM), without a hit: at the top dose activity change, negative = inhibition, hits mostly inhibitors | 370,000 tested, 0.041% active | AID 485294, 2010;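 further: potency means the concentration at half of the fitted maximal effect; 0% = no-compound wells and -100% = no-enzyme wells; nearly all actives have a fitted effect of over 25% in size; some results filed as inactive show a strong effect at the top dose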
Target sequence (P00811 whole entry, looked up): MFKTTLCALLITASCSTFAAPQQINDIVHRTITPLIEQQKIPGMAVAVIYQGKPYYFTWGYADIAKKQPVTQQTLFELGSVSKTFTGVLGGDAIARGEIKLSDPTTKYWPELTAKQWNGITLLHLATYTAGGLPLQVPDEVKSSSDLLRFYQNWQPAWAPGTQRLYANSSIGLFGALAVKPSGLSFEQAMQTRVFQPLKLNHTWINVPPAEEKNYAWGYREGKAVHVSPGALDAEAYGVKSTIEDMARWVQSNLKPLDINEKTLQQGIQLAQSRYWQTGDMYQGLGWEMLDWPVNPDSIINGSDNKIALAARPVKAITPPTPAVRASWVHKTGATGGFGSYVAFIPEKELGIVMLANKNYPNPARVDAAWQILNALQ
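AmpC (5.3 nM in the dispensed reagent) in 20 mM phosphate pH 7.0 with 0.01% (detergent screen) or 0.0001% Triton X-100 was preincubated with compounds for 15 min at room temperature. Nitrocefin was then added from an 800 uM solution, and hydrolysis was followed at 480 nm.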
HCV inh = qHTS Assay for Inhibitors of Hepatitis C Virus (HCV). Huh7.5.1 HCVcc-Cre infection, luciferase reporter, 44 h. Potency, µM (titrated, usually from 41.8 µM), without a hit: at the top dose activity change, negative = inhibition, most hits filed as inhibitors. 340,000 tested, 3.4% active; further: potency means the concentration at half of the fitted maximal effect
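Reporter virus HCVcc-Cre (~0.5 moi) infects cells exposed to compound; seeding density 1,000 cells/well with 4 h settling beforehand. Luminescence, 15 sec read, taken 44 h post-infection following a 15 min RT substrate incubation.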
FBPA Giardia inh = qHTS Assay for Inhibitors of Fructose-1,6-bisphosphate Aldolase from Giardia Lamblia | A8B2U2 | purified Giardia FBPA | Potency, µM (series often up to 59.6 µM), inactives show top-dose activity, negative = inhibition, hits mostly inhibitors | 290,000 tested, 0.71% active; further: potency means the concentration at half of the fitted maximal effect; nearly all actives have a fitted effect of over 55% in size
Target sequence (A8B2U2 whole entry, looked up): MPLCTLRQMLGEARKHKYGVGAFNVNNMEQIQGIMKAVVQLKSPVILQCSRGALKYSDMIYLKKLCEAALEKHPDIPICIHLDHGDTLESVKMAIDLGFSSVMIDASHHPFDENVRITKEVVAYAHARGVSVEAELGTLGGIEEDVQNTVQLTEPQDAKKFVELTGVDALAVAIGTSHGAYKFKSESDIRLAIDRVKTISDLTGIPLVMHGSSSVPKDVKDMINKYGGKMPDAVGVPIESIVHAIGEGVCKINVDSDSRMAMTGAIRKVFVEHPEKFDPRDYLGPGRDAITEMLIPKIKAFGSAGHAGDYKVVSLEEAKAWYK
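40 nM FBPA preincubated 10 min at RT with compound (up to 57.5 uM final), then substrate plus GAPDH/TPI/NAD/arsenate coupling and diaphorase/resazurin added. Fluorescence read after 20 min at RT, 525/598 nm.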
Sm TGR inh = qHTS Assay for the Inhibitors of Schistosoma Mansoni Peroxiredoxins. Schistosoma mansoni thioredoxin glutathione reductase (TGR), Q962Y6. purified TGR, DTNB reduction, TNB absorbance 405 nm. Potency, µM (top dose mostly 114 µM), inactives show at the highest dose activity change, negative = inhibition, usual class: inhibitors. 360,000 tested, 3% active. AID 485364, 2010; further: potency means the concentration at half of the fitted maximal effect; nearly all actives have a fitted effect of over 60% in size
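Kinetic colorimetric format: TGR-catalysed, NADPH-driven DTNB reduction monitored via TNB absorbance. Enzyme dispensed at 20 nM; compound exposure 15 min at room temperature before reaction start.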
AmpC no deterg = qHTS Inhibitors of AmpC Beta-Lactamase (assay without detergent); AmpC nitrocefin hydrolysis, absorbance 480 nm, 0.0001% Triton; Potency, µM (series often up to 57.1 µM), for the others: top-dose activity change, negative = inhibition, most hits filed as inhibitors; 330,000 tested, 0.52% active; AID 485341, 2010;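 further: potency means the concentration at half of the fitted maximal effect; plate controls were no compound for no effect and no enzyme for full effect; nearly all actives have a fitted effect of over 20% in size; some results filed as inactive show a strong effect at the top dose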
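AmpC (5.3 nM in the dispensed reagent) in 20 mM phosphate pH 7.0 with 0.01% (detergent screen) or 0.0001% Triton X-100 was preincubated with compounds for 15 min at room temperature. Nitrocefin was then added from an 800 uM solution, and hydrolysis was followed at 480 nm.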
HCMV antiviral = qHTS Assay for inhibitors of the human cytomegalovirus (HCMV); AID 1259415, 2018; 410,000 tested, 4.5% active; activity change, negative = inhibition, % at 57.5 µM; HFF cells, HCMV-luciferase reporter, 72 h; stronger effect = lower value; in the data active means activity change below about -60%; inconclusive means no clear call, values can overlap the other calls; inactive means above about -39%
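Two-dose cell screen: HFF monolayers treated with compounds and infected with luciferase-expressing HCMV at 1 PFU/cell, 72 h at 37C, then lysed for luciferase measurement.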
Starred values were filed as active, the others as inactive; ? = inconclusive; nt = no result given; & = joins results of further samples; [ ] = dose if it differs, or a comment. Unless noted, the call rests on the fitted dose curve; in most records, active means well fitted curve in the direction sought with a large enough effect; inconclusive means small, poorly fitted or top-dose-only effect, or another doubt; inactive means no such curve, though single readings can be large; an effect the other way counts as inactive or inconclusive. Unless noted, on the % scale 0 is the no-effect control and ±100 the full control effect.

SMILES	HCV inh	AmpC inh detg	AmpC no deterg	Sm TGR inh	FBPA Giardia inh	HCMV antiviral
COc1cccc(NC(=O)COC(=O)c2c3c(nc4ccccc24)CCC(C)C3)c1 (stereo unspecified)	2µM*	-13.1%	-27.7%	-14.4%	nt	-25.2
COCCN(C(=O)Cn1c(C(F)(F)F)nc2ccccc21)c1c(N)n(Cc2ccccc2)c(=O)[nH]c1=O	12.0%	2.3%	-7.3%	5.6%	nt	37.5
COc1ccc(Cn2ccnc2SCC(=O)Nc2ccccc2)cc1	-1.4%	5.7%	-23.5%	3.6%	nt	0.0
COc1cc(C(C(=O)NC2CCCCC2)N(C(=O)Cc2c[nH]c3ccccc23)c2ccc(C)cc2)cc(OC)c1OC (stereo unspecified)	0.5%	-14.9%	65.6%[activator]	3.1%	-22.9%	-4.6
O=C1CN(C(=O)c2ccc3nc(Cc4cccc(Cl)c4)oc3c2)CCN1	4.9%	2.2%	3.7%	-22.1%	nt	4.3
COc1ccc(C(C)C)cc1S(=O)(=O)N1CC(C)OC(C)C1 (stereo unspecified)	19.1%	5.5%	41.1%	-0.9%	7.7%	60.9
Cc1ccc(NC(=O)Cn2ncn3c(cc4ccccc43)c2=O)cc1F	-9.2%	-9.9%&11.8%	-40.2%	-8.0%&0.8%	7.9%	0.0&13.9
CC(C)Cc1ccc(CN2CCC(n3nccc3NC(=O)C3CCCC3)CC2)cc1	?	-2.6%	144.6%[activator]	-22.2%	-1.7%	14.7
Cc1ccc(NC(=O)CN2C(=O)COc3ccc(S(=O)(=O)N4CCOCC4)cc32)c(Cl)c1	nt	-5.8%	nt	37.4%[activator]	nt	29.9
NC(=O)C1CCN(S(=O)(=O)c2ccc(N3CCCCS3(=O)=O)cc2)CC1	nt	6.7%	nt	-23.6%	nt	57.2
Cc1ccc(OCC(=O)NNC(=O)C(C)Sc2ncnc3sc(C)c(C)c23)cc1 (stereo unspecified)	0.2%	-0.3%	-15.6%	0.5%	-2.3%	-18.5
COc1ccccc1CNC(=O)c1ccc(CN2CC(=O)N3CCCCC3C2=O)cc1 (stereo unspecified)	nt	21.6%	nt	-0.4%	nt	-23.1
O=C(Cn1c(=O)c2cccn2c2cccnc21)NCc1ccccc1F	nt	-1.3%	nt	-0.5%	nt	24.0
O=C(O)c1ccccc1SC1CC(=O)N(c2cccc3ccccc23)C1=O (stereo unspecified)	6.1%	-0.9%	-24.6%	1.78µM*	2.9%	-32.8
Cc1nc(NC(C)c2ccccc2)c2oc3ccccc3c2n1 (stereo unspecified)	6.31µM*	-7.8%	30.7%	1.1%	-9.1%	-65.4*

4 entries from above, field by field.
COc1cccc(NC(=O)COC(=O)c2c3c(nc4ccccc24)CCC(C)C3)c1 (stereo unspecified)
  HCV inh = 2µM*	AmpC inh detg = -13.1%	AmpC no deterg = -27.7%	Sm TGR inh = -14.4%	FBPA Giardia inh = nt	HCMV antiviral = -25.2
COCCN(C(=O)Cn1c(C(F)(F)F)nc2ccccc21)c1c(N)n(Cc2ccccc2)c(=O)[nH]c1=O
  HCV inh = 12.0%	AmpC inh detg = 2.3%	AmpC no deterg = -7.3%	Sm TGR inh = 5.6%	FBPA Giardia inh = nt	HCMV antiviral = 37.5
COc1ccc(Cn2ccnc2SCC(=O)Nc2ccccc2)cc1
  HCV inh = -1.4%	AmpC inh detg = 5.7%	AmpC no deterg = -23.5%	Sm TGR inh = 3.6%	FBPA Giardia inh = nt	HCMV antiviral = 0.0
COc1cc(C(C(=O)NC2CCCCC2)N(C(=O)Cc2c[nH]c3ccccc23)c2ccc(C)cc2)cc(OC)c1OC (stereo unspecified)
  HCV inh = 0.5%	AmpC inh detg = -14.9%	AmpC no deterg = 65.6%[activator]	Sm TGR inh = 3.1%	FBPA Giardia inh = -22.9%	HCMV antiviral = -4.6

The results go on:
SMILES	HCV inh	AmpC inh detg	AmpC no deterg	Sm TGR inh	FBPA Giardia inh	HCMV antiviral
O=c1[nH]c2ccc(NC(=S)Nc3ccccc3)cc2[nH]1	11.6%	-3.3%	-18.1%	-28.9%	-24.4%	-35.3
CSCC[C@H](NC(=O)c1cccc(S(=O)(=O)N2CCCCC2)c1)c1nc2ccccc2[nH]1	1.5%	nt	-18.8%	nt	nt	?
CCc1nc2ccc(C(=O)NCc3ccc(OC)c(OC)c3)cc2nc1CC	nt	6.8%	nt	9.4%	nt	28.2
COc1ccccc1N1CCN(C(=O)Cn2cnc3c2c(=O)n(C)c(=O)n3C)CC1	6.5%	-6.8%	21.0%	8.4%	-0.3%	18.4
CC(=O)NC(Cc1ccccc1C)C(=O)NC1CCN(C(=O)c2cccc(C)c2)CC1 (stereo unspecified)	-2.5%	1.4%	59.3%	0.0%	1.7%	12.1
COc1ccc(CC(=O)N2N=C(C)CC2(O)c2cccnc2)cc1 (stereo unspecified)	5.4%	-1.0%	-7.3%	-5.5%	11.4%	33.2
C#CCOCCOCCOCCNc1nc(N2CCN(C(=O)C(Cc3cc4ccccc4[nH]3)n3cc(C(N)Cc4ccc(O)cc4)nn3)CC2)nc(N2CCN(C(=O)C(Cc3cc4ccccc4[nH]3)n3cc(C(N)Cc4ccc(O)cc4)nn3)CC2)n1 (stereo unspecified)	3.5%[8.37 µM]	2.8%	89.3%[activator]	-14.8%	0.6%	nt
Cc1cc(C)cc(C(=O)NCC(=O)OCC(=O)N2CCN(S(=O)(=O)c3ccc4ccccc4c3)CC2)c1	12.8%	?	87.8%[activator]	-15.7%	29.0%	31.6
COC(=O)c1cc2c(cc1NC(=O)c1cnn(-c3ccc(C)cc3)c1-n1cccc1)OCO2	nt	24.8%	nt	-3.5%	nt	-13.7
Cc1cc(CNC(=O)Cn2nc(C)c([N+](=O)[O-])c2C)c2ccccc2n1	0.0%	1.3%	-7.8%	-17.2%	-5.0%	15.9
CCN1C(=O)c2ccccc2Sc2ccc(C(=O)NCCCN(CC(C)C)CC(C)C)cc21	-20.1%	-0.1%&7.8%	-4.5%	-32.5%	8.2%	1.2&34.0
CC(C)(C)OC(=O)CNC(=O)c1[nH]cnc1C(=O)Nc1ccc(CNC(=O)OC(C)(C)C)cc1	?	5.2%	145.2%[activator]	13.1%	-24.1%	39.0
CC[n+]1c(/C=C2/C=C(C)CC(C)C2)sc2ccccc21 (stereo unspecified)	3.55µM*	2.7%	-19.9%	39.8µM*	?	-8.7
CCOc1ccccc1N1CCN(S(=O)(=O)CC)CC1	17.0%	?	-5.5%	0.0%	4.6%	14.4
CCCc1cc(C(=O)Nc2sc3c(c2C(=O)OCC)CCCC3)no1	-11.2%	?	-10.2%	2.1%	0.2%	-16.9
CCOC(=O)c1cnc2ccc(Br)cc2c1NCCO	?	-7.0%	nt	8.6%	-4.5%	50.8
Cc1ccccc1-c1nnc(SCC(=O)Nc2ccc3c(c2)OCCO3)n1N	6.5%	?	-22.7%	-0.8%	-2.3%	54.5
O=C(Nc1nccs1)c1ccc(-c2ccccc2Cl)o1	?	-6.7%	-41.2%	-11.7%	1.8%	28.4
CCCCC(CC)CNC(=O)Cn1c(=O)[nH]c2ccsc2c1=O (stereo unspecified)	3.0%	-5.7%	-16.8%	-4.6%	5.1%	-22.0
CC(Nc1ccc(-c2nc(-c3ccco3)no2)cc1[N+](=O)[O-])c1ccccc1 (stereo unspecified)	nt	14.5%	nt	31.6µM*	nt	41.2
Cc1ccc(CNC(=O)CCC2CCCN(Cc3ccc4cccc(F)c4n3)C2)o1 (stereo unspecified)	-23.8%	9.1%	4.1%	39.8µM*	1.4%	12.1
Cn1c(=O)c2ccccc2n2c(CCC(=O)N3CCN(c4cccc(Cl)c4)CC3)nnc12	nt	22.3%	nt	8.2%	nt	-21.8
COc1ccc(/C=C(/CC(=O)Nc2ccc(C)cc2)c2nc3ccccc3s2)cc1	-8.8%	-6.4%	-38.9%	-6.2%	-4.2%	-2.6
COCCNC(=O)C(=O)NNS(=O)(=O)c1ccc2ccccc2c1	8.7%	9.8%	-9.6%	0.9%	-10.3%	-34.4
C=CCN=C1N[C@@H](c2ccccc2)C(C(=O)OC)=C(C)N1CCOC	7.3%	?	-22.0%&-18.9%	6.0%&-2.3%	?	-24.4
O=C(CSc1nc2ccccc2c(=O)n1NC(=O)Cc1ccccc1)NCc1ccco1	6.1%	-8.9%	-28.0%	-9.4%	1.9%	-21.8
COc1ccc(S(=O)(=O)Nc2cc3c(cc2NCc2ccccc2)n(C)c(=O)n3C)cc1	nt	-6.6%	nt	-0.3%	nt	-19.0
O=C(Nc1nnc(-c2ccccc2)o1)C1CCCN1S(=O)(=O)c1cccs1 (stereo unspecified)	9.2%	?	-0.3%	8.0%	nt	?
CN(C)CCn1cnc2ccccc21	14.6%	1.5%	-6.3%	-2.4%	-4.6%	-17.5
Cc1cnc(C(=O)OCC(=O)NC(=O)NC(C)C)cn1	33.4%[activator]	?	-3.7%	1.2%	0.0%	52.4
Cc1ccc(NC(=O)C2CCN(S(=O)(=O)c3ccc4c(c3)NC(=O)C(C)S4)CC2)cc1C (stereo unspecified)	?	1.6%	-49.6%	-1.8%	nt	-61.6*
Cc1cccn2c(=O)c3cc(C(=O)NCCN4CCOCC4)c(=N)n(CCc4ccccc4)c3nc12	?	-7.0%	17.3%	-0.9%	10.6%	-84.7*
CC(=O)c1ccc(Nc2nc(=O)c3cccnc3s2)cc1	-1.7%	17.0%	nt	4.5%	-11.2%	0.3
CCSc1nnc(NC(=O)[C@H](C)NC(=O)c2ccccc2Cl)s1	6.7%	-0.3%	-32.7%	5.6%	-4.3%	-24.2
CSc1nc2ccc3nc(NC(=O)c4ccc(C)cc4)sc3c2s1	-9.4%	-14.8%	-105.5%	-4.8%	5.9%	-7.8
CCOC(=O)c1ccc(NC(=O)CSc2nccn2-c2ccc(OCC)cc2)cc1	nt	1.5%	nt	-3.7%	nt	-21.2
CC(C)CC(NC(=O)C1CCC(C)CC1)C(=O)NCCN1CCOCC1 (stereo unspecified)	11.3%	-10.1%	1.2%	1.1%	5.9%	-16.5
O=[N+]([O-])c1ccc(NNC(=S)Nc2ccccc2)cc1	11.2µM*	-7.2%	-54.3%	-25.8%	?	nt
CC(C)CNC(=S)NC(=O)c1csc([N+](=O)[O-])c1	-8.4%	6.3%	-42.3%	?	-4.0%	-27.3
CSc1nc(N2CCOCC2)c2c(c1C#N)CC(C(C)C)OC2 (stereo unspecified)	-16.1%	-1.2%	-15.8%	6.0%	2.4%	-36.5
Cc1cc(=O)n(-c2ccc(C(=O)O)cc2)[nH]1	11.5%	2.6%	-12.5%	15.1%	-9.9%	-23.8
N/C(=N\OC(=O)Cc1ccc(-c2ccccc2)cc1)c1ccncc1	7.1%	-4.7%	38.6%	-7.6%	0.3%	-37.7
Cc1c(C(=O)N2CCOCC2)cc(C(C)(C)C)n1-c1ccccc1	-17.6%	-3.3%	39.4%	?	-0.4%	-22.0
CCn1nnnc1SCC(=O)Nc1ccc(N(C)C)cc1	10.2%	0.8%	-16.5%	0.5%	2.9%	24.3
